Screens from PubChem.
Vif-A3F inh = qHTS for Inhibitors of Vif-A3F Interactions: qHTS; HeLa A3F-eYFP + Vif (tagged APOBEC3F with the HIV-1 protein that degrades it), YFP fluorescence increase; Potency, µM (series often up to 46.1 µM), without a hit: top-dose activity, negative = active; 390,000 tested, 0.2% active; AID 602313, 2012; further: potency means the concentration at half of the fitted maximal effect; % of control where 0% means no effect; nearly all actives have a fitted effect of over 65% in size
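HeLa cells stably expressing Vif plus C-terminally eYFP-tagged A3F were seeded, incubated overnight at 37 deg C, dosed with compound, incubated overnight again at 37 deg C. Yellow fluorescence (Ex 488/Em 500-530) reported blocked Vif-mediated A3F-eYFP degradation.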
PI4K2A inh = qHTS for small molecular inhibitors of PI4K2A. Phosphatidylinositol 4-kinase type 2-alpha (Homo sapiens), Q9BTU6. purified PI4K2A, ADP-Glo luminescence, 1 h; hits give low values. activity change, negative = inhibition, % at 76.9 µM. 420,000 tested, 0.13% active; in the data active means activity change below about -50%; inconclusive means mostly about -30% to -49%;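 further: -100% = wells without enzyme as full effect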
Target sequence (Q9BTU6 whole entry, looked up): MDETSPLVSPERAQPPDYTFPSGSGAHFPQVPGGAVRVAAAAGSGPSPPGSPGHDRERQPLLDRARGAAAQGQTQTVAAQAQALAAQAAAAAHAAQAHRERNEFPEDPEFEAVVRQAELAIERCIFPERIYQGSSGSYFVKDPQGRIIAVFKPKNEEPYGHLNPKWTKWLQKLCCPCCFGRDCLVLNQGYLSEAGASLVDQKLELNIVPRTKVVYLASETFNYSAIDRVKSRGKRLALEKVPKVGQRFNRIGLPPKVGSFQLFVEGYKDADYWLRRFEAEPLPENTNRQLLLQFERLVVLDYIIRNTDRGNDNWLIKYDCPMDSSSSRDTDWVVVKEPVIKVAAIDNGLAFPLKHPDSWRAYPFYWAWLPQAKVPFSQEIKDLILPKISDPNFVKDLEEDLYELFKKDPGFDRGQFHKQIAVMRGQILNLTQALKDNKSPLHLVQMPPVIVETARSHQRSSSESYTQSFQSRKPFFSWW
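In this quantitative HTS, ADP production by PI4K2A was quantified luminescently after 1 h at ambient temperature; 100 microM adenosine served as plate-quality control.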
IDH1 R132H inh = qHTS for Inhibitors of mutant isocitrate dehydrogenase 1 (IDH1): qHTS | Isocitrate dehydrogenase [NADP] cytoplasmic (Homo sapiens), O75874 | IDH1-R132H enzyme, NADPH consumption, diaphorase/resazurin fluorescence | Potency, µM (titrated, usually from 76.6 µM), for the others: at the top dose activity change, negative = inhibition, most hits filed as inhibitors | 390,000 tested, 0.093% active | AID 602179, 2012; further: potency means the concentration at half of the fitted maximal effect; on the % scale 0 is the no-effect control and ±100 the full control effect; nearly all actives have a fitted effect of over 65% in size
Target sequence (O75874 whole entry R132H, stated change not applied): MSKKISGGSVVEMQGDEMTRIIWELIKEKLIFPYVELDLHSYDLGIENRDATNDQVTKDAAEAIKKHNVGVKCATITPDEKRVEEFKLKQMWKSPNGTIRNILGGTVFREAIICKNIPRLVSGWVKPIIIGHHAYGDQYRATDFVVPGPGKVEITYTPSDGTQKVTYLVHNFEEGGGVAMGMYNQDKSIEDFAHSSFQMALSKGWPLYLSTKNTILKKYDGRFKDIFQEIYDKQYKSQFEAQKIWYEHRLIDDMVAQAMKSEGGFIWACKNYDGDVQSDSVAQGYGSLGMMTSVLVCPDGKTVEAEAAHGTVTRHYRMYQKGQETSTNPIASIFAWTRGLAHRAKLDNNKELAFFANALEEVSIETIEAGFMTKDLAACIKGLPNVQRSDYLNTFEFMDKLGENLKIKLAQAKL
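IDH1-R132H (0.5 ug/mL) preincubated 30 min with compound, then NADPH (0.016 mM) and alpha-KG (2 mM) added; 80 min at RT, pH 7.5. Remaining NADPH coupled via diaphorase/resazurin to fluorescence (540/590 nm); concentration-response curves normalized to no-enzyme control.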
Glioma ERSR ind = qHTS for Inducers of the Endoplasmic Reticulum Stress Response (ERSR) in Human Glioma: qHTS; U87-MG GRP78 promoter luciferase reporter, 16 h; Potency, µM, for inactives: at the highest dose activation, hits mostly activators; 420,000 tested, 0.02% active; AID 602332, 2012; further: potency means the concentration at half of the fitted maximal effect; series mostly up to about 76 µM; % of control where 0% means no effect; nearly all actives have a fitted effect of over 35% in size
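Stably transfected U87-MG human glioma cells carrying a GRP78-based luminescent sensor were seeded at 1000 cells/well, pin-dosed with compounds and incubated 16 h. Luciferase reagent was then added, and end-point luminescence was read after 10 min at room temperature.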
RXFP1 ag = qHTS Assay for Agonists of the Relaxin Receptor RXFP1; Relaxin receptor 1 (Homo sapiens), Q9HBX9; HEK293T-RXFP1 cAMP TR-FRET, 30 min; response scale: percent of porcine relaxin response, buffer zero; Potency, µM (highest dose often 57.5 µM), inactives show at the top dose activation, actives largely listed as activators; 370,000 tested, 0.3% active; AID 2676, 2010; further: potency means the concentration at half of the fitted maximal effect; on the % scale 0 is the no-effect control and ±100 the full control effect; nearly all actives have a fitted effect of over 60% in size; many of its hits are not listed in these tables
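HEK293T cells stably expressing RXFP1 were pretreated with the PDE4 inhibitor Ro 20174, exposed to compounds for 30 min at 37C, lysed, and cAMP was read by TR-FRET. Data normalized to buffer (basal) and 29 nM porcine relaxin (100%).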
Vif-APOBEC3G blk = qHTS for Inhibitors of Vif-A3G Interactions: qHTS; DNA dC->dU-editing enzyme APOBEC-3G (Homo sapiens), Q9HC16; HeLa A3G-eYFP + Vif (tagged APOBEC3G with the HIV-1 protein that degrades it), YFP fluorescence, overnight; Potency, µM (titrated, usually from 46.1 µM), for the others: top-dose activity, negative = active, most hits filed as inhibitors; 410,000 tested, 0.076% active; AID 602310, 2012;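 further: potency means the concentration at half of the fitted maximal effect; on the % scale 0 is the no-effect control and ±100 the full control effect; nearly all actives have a fitted effect of over 60% in size; hits raise eYFP signal because A3G escapes Vif-driven loss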
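Read-out is eYFP fluorescence (Ex 488/Em 500-530) from Vif-expressing HeLa A3G-eYFP cells; more signal means A3G escaped Vif-mediated degradation. Cells plated overnight, compound pinned in, incubated overnight at 37 deg C.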
USP1-UAF1 inh = Inhibitors of USP1/UAF1: Primary Screen; Potency, µM (doses to about 57.1 µM), without a hit: top-dose activity change, negative = inhibition, hits mostly inhibitors; 390,000 tested, 0.23% active; AID 743255, 2014; recombinant USP1/UAF1, Ub-Rhodamine cleavage fluorescence; further: potency means the concentration at half of the fitted maximal effect; on the % scale 0 is the no-effect control and ±100 the full control effect; nearly all actives have a fitted effect of over 60% in size; inactives centre near -12
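USP1/UAF1 complex at 1 nM was preincubated with compound for 15 min at room temperature, then Ub-Rho substrate (150nM final) was added. Fluorescence (480/540 nm) was read kinetically, 6 reads every 60 seconds.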
LDHA block = qHTS assay for inhibitors of human lactate dehydrogenase | L-lactate dehydrogenase A chain (Homo sapiens), P00338 | purified LDHA, NADH/diaphorase-resazurin fluorescence; hits give low values | activity change, % (values are at about 110 or 230 µM) | 480,000 tested, 0.15% active | AID 1347041, 2019; in the data active means activity change below about -30%; inconclusive means mostly about -25% to -30%;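 further: plate controls were DMSO wells for no effect and wells without enzyme for full effect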
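Resorufin fluorescence (ex540/em590), read at 0 and 20 min after diaphorase/resazurin addition, reports the NADH left after a 5 min room-temperature reaction of 2 nM human LDH5 with 0.06 mM NADH and 0.2 mM pyruvate.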
TrxR1 substrate = qHTS Assay for Substrates of Mammalian Selenoprotein Thioredoxin Reductase 1 (TrxR1): qHTS; Thioredoxin reductase 1, cytoplasmic (Rattus norvegicus), O89049; purified TrxR1 substrate turnover, NADPH consumption readout; Potency, µM (doses to about 114 µM), inactives show top-dose activity change, negative = substrate turnover; 390,000 tested, 0.01% active; AID 588456, 2011; further: potency means the concentration at half of the fitted maximal effect; on the % scale 0 is the no-effect control and ±100 the full control effect; nearly all actives have a fitted effect of over 50% in size
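Rat TrxR1, dispensed at 90 nM, was prereduced with 400 uM NADPH (final) for 5 min at ~22 deg C, then incubated with compound 15 min before 400 uM selenite. A first-read NADPH fluorescence drop versus no-compound background flagged substrates.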
Numbers without * were called inactive; u = inconclusive; x = not tested or not shown; & = joins results of further samples; [ ] = remark or other dose. Unless noted, the call rests on the fitted dose curve; in most records, active means well fitted curve in the direction sought with a large enough effect; inconclusive means small, poorly fitted or top-dose-only effect, or another doubt; inactive means no such curve, though single readings can be large; an effect the other way counts as inactive or inconclusive.

SMILES	Vif-A3F inh	PI4K2A inh	IDH1 R132H inh	Glioma ERSR ind	RXFP1 ag	Vif-APOBEC3G blk	USP1-UAF1 inh	LDHA block	TrxR1 substrate
CCC(C)n1c(O)c(/C=N/Nc2ccccc2)c(=O)[nH]c1=S (configuration not stated)	-8%	-13	-4%	0%	-1.4%	-21%	-16%	1	-8%
COc1ccc(C)cc1NC1=NC(C)(C)CS1	-1%	10	4%	-2%	0.8%	3%	-19%	-2	5%[57.1 µM]
COc1ccc(OC)c(N2C(=O)/C(=C/c3ccco3)C(=O)NC2=S)c1	5%	u	1%	-7%	-1.7%	1%	16µM*	-7	-10%
CC(=O)Nc1ccc(OC(=O)N(C)c2ccccc2)cc1	1%	5	8%	-4%	1.7%	-2%	-19%	-6	12%[57.1 µM]
CC(C)COC(=O)N1Cc2ccccc2-n2nncc2C1	-3%	-2	-3%	-4%	x	-4%	5%	-7	x
COc1ccc(OCC(=O)N2CCN(Cc3c[nH]c4ccccc34)CC2)cc1	8%	7	7%	-4%	1.9%	-15%	-15%	-11	-9%
Cc1ccc(N2C(=O)NC(=O)/C(=C\C=C\c3ccco3)C2=O)cc1	-15%	-22	-8%	-16%	1.7%	u	-18%	-7	-9%
CCC(=NCC1CCCO1)c1c(O)n(-c2ccccc2C)c(=O)[nH]c1=O (configuration not stated)	-22%	-4	-1%	-4%	-0.4%	-2%	0%	-11	8%[57.1 µM]
CC(=O)c1c(O)n(-c2cccc(Cl)c2)c(=O)[nH]c1=O (tested in a mixture with another compound)	u	-1	10%	-4%	-0.8%	2%	-4%	-6	-3%[57.1 µM]
CCCCn1c(NC(=O)c2ccc(Br)o2)c(C(=O)OCC)c2nc3ccccc3nc21	u	-8	5%	2%	16%	u	25µM*	19	36%[activator]
CCCNS(=O)(=O)c1ccc(OCC(=O)N2CCN(Cc3ccc4c(c3)OCO4)CC2)c(C)c1	-5%	-2	8%	-6%	-0.1%	2%	-5%	2	6%
COc1cccc(NP2(=O)OCC(C)([N+](=O)[O-])CO2)c1 (configuration not stated)	4%	1	-1%	-2%	x	-1%	-4%	-4	1%[11.4 µM]
CN(C)C1(CNC(=O)c2cc(S(=O)(=O)N3CCOCC3)c(Cl)cc2Cl)CCCCC1	-13%	6	3%	-1%	0.1%	0%	-16%	-3	-7%
COC(=O)c1ccc(CN2CCN(Cc3ccccc3)CC2)cc1	-18%	0	2%	-5%	-0.3%	-3%	0%	0	-3%
Clc1ccc(COC(Cn2ccnc2)c2ccc(Cl)cc2Cl)cc1 (configuration not stated)	-5%	1&-1	u	-5%&-7%&-4%	4.0%	-14%	-34%	0	8%
CC(Cc1ccccc1)/[N+]([O-])=C\c1ccc(C(F)(F)F)cc1 (configuration not stated)	-4%	-5	16%	6%	0.1%	-2%	-28%	2	9%
Cc1ccc(-c2cc(-c3ccc(C)cc3)[n+](-c3ccc(C(=O)O)cc3)c(-c3ccc(C)cc3)c2)cc1	-5%	-1	5%	-1%	-0.9%	2%	6%	2	20%
COc1ccc(C(c2c(O)c3ccccc3oc2=O)c2c(C)n(C)n(-c3ccccc3)c2=O)cc1 (configuration not stated)	-2%&-14%	3&-4	u	-2%&-1%	0.3%&0.4%	-1%&2%	-3%&-10%	-6&0	-10%
CN(C)C(=O)Oc1cccc(NC(=O)c2ccccc2C(F)(F)F)c1	-1%	-3	-6%	-9%	0.5%	0%	-4%	-11	-6%
COC(=O)C1=C(c2ccc(OC(F)(F)F)cc2)C[C@@H]2CC[C@H]1N2C(=O)NCCCOC(C)C	1%	0	10%	-3%	-0.1%	0%	-27%	1	-7%
CC(C)c1cccc(C(C)C)c1OCCn1ccnc1	-7%	-2	7%	-2%	1.3%	3%	-14%	4	0%
C1=NCCc2c1[nH]c1ccccc21	u	5	-6%	2%	x	u	-2%	2	-8%
C[C@]12CCC3C(CC[C@H]4C[C@H](O)CC[C@]34C)C1CCC2=O (some centres not stated)	1%	7	9%	-1%	x	-3%	u	2	9%
CC(=NCC1CCCO1)c1c(O)n(-c2ccc(Cl)cc2)c(=O)[nH]c1=O (configuration not stated)	-10%	0	0%	-2%	-1.2%	0%	-9%	-9	0%
O=C(c1ccc2c(c1)OCO2)C1CCCN(Cc2ccccn2)C1 (configuration not stated)	-38%	6	-8%	1%	0.3%	-10%	-5%	-3	6%
Cn1ccnc1P(=S)(c1nccn1C)c1nccn1C	-1%	-5	0%	-5%	-0.1%	-1%	-2%	2	4%
COc1ccc(N2C(=O)/C(=C/c3ccco3)C(=O)NC2=S)cc1	2%	u	-6%	-12%	0.2%	4%	u	-6	-2%[57.1 µM]
COc1ccc(-n2nnnc2C(CCc2ccccc2)N2CCC3(CC2)C(=O)NCN3c2ccccc2)cc1 (configuration not stated)	x	-4	x	-2%	x	-9%	x	-5	x
COCCn1c(O)c(/C=N/NC(=O)CSC(=S)N2CCCC2)c(=O)[nH]c1=S	4%	-4	-13%	-4%	-0.7%	-11%	-27%	3	-21%
CCN(CC)c1ccc(CNCCc2ccc(F)cc2)cc1	6%	-6	0%	-3%	0.5%	-9%	-11%	2	-1%

Compounds from the list above containing a CF3 group, in the order listed:
SMILES	Vif-A3F inh	PI4K2A inh	IDH1 R132H inh	Glioma ERSR ind	RXFP1 ag	Vif-APOBEC3G blk	USP1-UAF1 inh	LDHA block	TrxR1 substrate
CC(Cc1ccccc1)/[N+]([O-])=C\c1ccc(C(F)(F)F)cc1 (configuration not stated)	-4%	-5	16%	6%	0.1%	-2%	-28%	2	9%
CN(C)C(=O)Oc1cccc(NC(=O)c2ccccc2C(F)(F)F)c1	-1%	-3	-6%	-9%	0.5%	0%	-4%	-11	-6%
COC(=O)C1=C(c2ccc(OC(F)(F)F)cc2)C[C@@H]2CC[C@H]1N2C(=O)NCCCOC(C)C	1%	0	10%	-3%	-0.1%	0%	-27%	1	-7%

Returning to the listing; the 2 compounds before the break are reprinted first.
SMILES	Vif-A3F inh	PI4K2A inh	IDH1 R132H inh	Glioma ERSR ind	RXFP1 ag	Vif-APOBEC3G blk	USP1-UAF1 inh	LDHA block	TrxR1 substrate
COCCn1c(O)c(/C=N/NC(=O)CSC(=S)N2CCCC2)c(=O)[nH]c1=S	4%	-4	-13%	-4%	-0.7%	-11%	-27%	3	-21%
CCN(CC)c1ccc(CNCCc2ccc(F)cc2)cc1	6%	-6	0%	-3%	0.5%	-9%	-11%	2	-1%
Cc1ccc2nc(-c3ccncc3)cc(C(=O)N3CCC4(CC3)OCCO4)c2c1	-2%	4	1%	7%	1.5%	0%	1%	-7	10%[57.1 µM]
CN(C)C(=O)Oc1c(Cl)cc(Cl)c2cccnc12	-4%	0	2%	-3%	-1.2%	1%	-5%	-15	6%
O=c1[nH]c(=S)[nH]c(O)c1CN1CCCCC1	3%	0	3%	-2%	1.8%	-4%	3%	-5	-1%
Cc1ccc(-n2nc(C)c3c2NC(=O)CSC3c2ccc3c(c2)OCO3)cc1 (configuration not stated)	-8%	-21	1%	-1%	0.1%	-3%	-4%	10	7%[57.1 µM]
Cc1ccc(/C=C2\C(=O)NC(=S)N(c3ccccc3F)C2=O)s1	-18%	-18	-9%	-14%	1.6%	u	-15%	-33*	-9%
CC(C)C12CN3CC(C(C)C)(CN(C1)C3c1cccnc1)C2=O (configuration not stated)	1%	5	0%	-2%	1.4%	3%	-3%	-2	2%
CCCCOc1ccc(CC2C(=O)N(C)C(=O)N(C)C2=O)cc1	-22%	u	u	3%	1.3%	-6%	-5%	3	-8%
Clc1cccc(CNCCc2ccc3c(c2)OCO3)c1	5%	-17	7%	0%	0.0%	-5%	-15%	-12	5%
COP(=O)(/C=C(\Cl)c1ccccc1)/C=C(\Cl)c1ccccc1	-8%	-3	-7%	1%	-0.7%	0%	-20%	0	-3%
COC1=CC(=O)OC(/C=C/c2ccccc2)C1 (configuration not stated)	5%	-5	8%	0%&1%	4.8%	0%	-18%	-7	8%

A portion of the library; rates above refer to the full screens.
